Rtt109 HAT inh = C. albicans Rtt109 histone acetyltransferase inhibition; actives 0.16% (n = 330,000); purified Rtt109/Vps75, ThioGlo CoA-SH fluorescence, 4 h; Q5AAJ8; inhibition, % at 34.9 µM;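 active means inhibition of at least 50% in every replicate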
Target sequence (Q5AAJ8 whole entry, looked up): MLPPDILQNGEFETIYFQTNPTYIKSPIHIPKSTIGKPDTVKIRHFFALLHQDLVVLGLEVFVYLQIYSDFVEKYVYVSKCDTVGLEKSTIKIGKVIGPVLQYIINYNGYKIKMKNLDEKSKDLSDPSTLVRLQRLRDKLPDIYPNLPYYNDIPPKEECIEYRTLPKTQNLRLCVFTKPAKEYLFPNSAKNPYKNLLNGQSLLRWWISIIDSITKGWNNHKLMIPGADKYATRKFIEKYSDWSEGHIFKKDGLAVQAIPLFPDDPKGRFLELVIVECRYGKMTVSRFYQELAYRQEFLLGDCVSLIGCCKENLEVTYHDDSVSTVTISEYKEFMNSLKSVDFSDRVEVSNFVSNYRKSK
Keap1 Nrf2 FP = disrupts human Keap1 binding to Nrf2 peptide | actives 0.15% (n = 340,000) | Keap1 Kelch-Nrf2 peptide fluorescence polarization, 1536-well | inhibition, % at 9.4 µM | Q14145; in the data active means inhibition above about 12%;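 further: human Keap1 Kelch domain with fluorescein labeled Nrf2 9mer peptide probe; 0% = neutral control wells and 100% = peptide positive control; higher means more block of Keap1 binding to Nrf2 peptide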
Target sequence (Q14145 whole entry, looked up, the tested form may be a part): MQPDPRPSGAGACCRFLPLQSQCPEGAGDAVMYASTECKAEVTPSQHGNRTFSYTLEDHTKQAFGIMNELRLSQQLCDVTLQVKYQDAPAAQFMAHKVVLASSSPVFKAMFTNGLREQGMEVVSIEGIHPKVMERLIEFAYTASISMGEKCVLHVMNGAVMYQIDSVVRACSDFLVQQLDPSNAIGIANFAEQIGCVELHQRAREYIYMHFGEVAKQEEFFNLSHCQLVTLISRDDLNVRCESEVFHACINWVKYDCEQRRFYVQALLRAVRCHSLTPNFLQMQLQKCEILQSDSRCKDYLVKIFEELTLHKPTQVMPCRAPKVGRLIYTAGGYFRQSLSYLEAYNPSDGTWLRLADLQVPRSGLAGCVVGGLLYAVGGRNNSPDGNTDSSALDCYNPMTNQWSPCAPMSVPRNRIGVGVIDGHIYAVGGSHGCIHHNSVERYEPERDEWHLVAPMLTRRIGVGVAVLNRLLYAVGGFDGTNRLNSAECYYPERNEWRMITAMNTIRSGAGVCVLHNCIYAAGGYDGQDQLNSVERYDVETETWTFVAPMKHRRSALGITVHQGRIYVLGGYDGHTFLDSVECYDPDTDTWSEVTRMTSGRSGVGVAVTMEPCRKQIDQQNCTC
RTF Ca sens inh = cardiac RTF calcium desensitization | P19429+P45379 | IANBD-labeled cardiac RTF, Ca2+ fluorescence | inhibition, % at 7.15 µM | actives 0.12% (n = 340,000) | AID 493244;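 active means inhibition above the mean inhibition of all tested compounds plus 3 SD, cut at about 17% in these data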;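 further: assay run at fixed EC70 calcium of 1.6 mM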
PKA-R2B act = activates the human PKA-R2B holoenzyme complex | AID 504700 | PKA-R2B holoenzyme dissociation, Cy5-IP20 fluorescence polarization; R2B truncated from residue 108, S112A mutant; 0% DMSO only, 100% 113 µM cGMP | activation, % at 11.4 µM | P22694+P31323 | actives 0.079% (n = 340,000);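 active means activation above a cutoff set at the mean over all compounds plus 3 SD, cut at about 18% in these data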;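 further: higher means more holoenzyme dissociation and a rise in polarization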
DAGLB inh = diacylglycerol lipase beta (human) inhibition; Q8NCG7; HEK293T DAGLB membrane lysate, EnzChek fluorogenic substrate; inhibition, % at 5.17 µM; actives 0.059% (n = 340,000); AID 504411; in the data active means inhibition above about 34%;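 further: 0% = enzyme with vehicle and 100% = wells lacking enzyme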
SR-BI uptake up = activators of SR-BI mediated HDL lipid uptake. CHO ldlA[mSR-BI] cells, DiI-HDL uptake fluorescence, 3 h; 100 = double the neutral-control signal. activation, % at 12.5 µM. actives 0.096% (n = 320,000). AID 504775;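 active means mean replicate activation of at least 60% and every replicate at or above 60%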;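 further: 0% = median plate neutral-control signal and 100% = twice that signal; values of inactives mirror those of a sister screen read the other way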
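Material – SR-BI-overexpressing, LDLR-lacking CHO cells · Medium – BSA-supplemented, HEPES-buffered Ham's F12, pH 7.4 · Doses – single concentration · Times – compound with DiI-HDL co-incubation, 3 h at 37 °C · Measured by – bottom-read fluorescence, 550/595 nm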
CAL PDZ FP-1 = blocks peptide binding to human CAL PDZ domain. purified CAL PDZ, TMR-peptide fluorescence polarization, 1 h. inhibition, % at 20 µM. actives 0.02% (n = 330,000). AID 504414. Q9HD26;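 active means highest replicate inhibition of at least 40%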;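 further: plate controls were DMSO neutral control wells for no effect and unlabeled competitor peptide control wells for full effect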
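Material: tagged CAL PDZ protein CerCALP, purified; buffer or medium: sodium phosphate/NaCl buffer pH 7.4 with TCEP, IgG, Thesit; also added: fluorescent TMR peptide probe; schedule: 1 h incubation at room temperature before polarization reading; technique: fluorescence polarization from S- and P-plane intensities, G-factor corrected; control set: unlabelled peptide and DMSO controls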
C-LANA FP = KSHV C-LANA DNA binding inhibition; AID 504423; actives 0.078% (n = 340,000); MBP-C-LANA/FAM-LBS DNA binding, fluorescence polarization; inhibition, % at 9 µM;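 active means highest replicate inhibition at or above 60% at 9 µM, even if other replicates fall short; inactive means all replicates below 60% inhibition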;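 further: 0% = neutral control wells and 100% = 4 µM acridine orange control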
CAL PDZ FP-2 = blocks peptide binding to the human CAL PDZ domain. Q9HD26. purified CAL PDZ, TMR-peptide fluorescence polarization, 1 h. inhibition, % at 24.9 µM. actives 0.92% (n = 300,000). AID 602252;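 active means mean inhibition of at least 30% with at least half of replicates also reaching 30%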;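 further: 0% = DMSO neutral control and 100% = excess unlabeled competitor peptide PRC23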
cardiac RTF act = cardiac RTF calcium sensitization | P19429+P45379 | IANBD-labeled TnC RTF fluorescence at EC20 calcium; 0% EC20 calcium, 100% full calcium | activation, % at 7.2 µM | actives 0.24% (n = 340,000) | AID 493008;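 active means activation above the mean over all tested compounds plus 3 SD, cut at about 30% in these data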;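 further: rise in fluorescence read as greater calcium sensitivity of cardiac thin filaments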
Starred values were filed as active, the others as inactive; x = no result given.

1	O=C(C1=C(O)C(=O)N(Cc2ccco2)C1c1cccnc1)c1cc2ccccc2o1 (centres undefined)
2	CCOc1ccc2nc(NC(=S)N(C)C)sc2c1
3	O=C(COC(=O)c1ccccn1)NC(=O)c1ccccc1
4	COc1ccc(NC(=O)c2cc(S(=O)(=O)N3CCCCC3)c[nH]2)cc1
5	CN(C(=O)c1cccc(NC(=O)Cc2ccc(NC(=O)C3CCCN(C(=O)c4ccccc4)C3)cc2)c1)C1CCCC1 (centres undefined)
6	COC(=O)c1cccc(N2C(=O)c3cccnc3C2=O)c1

Assay by compound	1	2	3	4	5	6
cardiac RTF act	-0.8	1.5	1.9	-0.7	-2.5	11.4
C-LANA FP	-0.7	0.3	-1.2	-1.4	-2.4	0.1
CAL PDZ FP-1	-0.3	-1.1	-1.3	-0.9	0.4	0.5
CAL PDZ FP-2	-9.0	1.5	-4.1	x	0.6	-2.2
RTF Ca sens inh	-9.2	-6.5	-0.3	-13.6	3.4	3.6
DAGLB inh	0.7	0.8	1.9	3.1	-0.9	1.5
Rtt109 HAT inh	9.3	x	-1.4	-2.0	-1.1	12.5
Keap1 Nrf2 FP	-0.1	-1.3	-6.0	0.4	-3.4	-0.3
PKA-R2B act	7.5	-1.1	-6.0	-6.3	-4.5	-2.6
SR-BI uptake up	5.9	-21.5	5.6	-15.1	-53.6	3.8

7	COc1ccc(CN(C)C(C)C(=O)N(C)CC(=O)Nc2ccc(C)cc2)cc1F (centres undefined)
8	O=[N+]([O-])c1ccccc1OCCNCc1ccccc1
9	COc1ccc(OC)c(-n2c(-c3cc(-c4ccccc4)n[nH]3)n[nH]c2=S)c1
10	Cc1cccc(CS(=O)(=O)Cc2ccc(C(=O)NCc3cccnc3)o2)c1
11	COc1cc(/C=C(/C#N)c2ccc(F)cc2)ccc1Oc1ccc([N+](=O)[O-])cn1
12	CCOC(=O)CSc1nc(N(C)C)nc(N(C)C#N)n1

Assay by compound	7	8	9	10	11	12
cardiac RTF act	-3.3	-4.3	4.3	6.2	-1.0	-5.2
C-LANA FP	-1.6	-1.8	-1.0	-0.6	-0.1	0.4
CAL PDZ FP-1	0.7	-0.3	-3.2	-0.9	0.1	-0.3
CAL PDZ FP-2	-1.1	1.7	-5.9	6.1	0.9	x
RTF Ca sens inh	-2.1	-0.9	5.0	-7.4	-2.9	0.8
DAGLB inh	1.2	-0.4	0.9	2.2	-14.4	-1.0
Rtt109 HAT inh	-6.6	-9.7	3.0	5.0	-1.3	-2.7
Keap1 Nrf2 FP	-2.5	-2.7	-5.1	-1.4	-0.2	-1.0
PKA-R2B act	5.3	4.1	-13.5	-1.5	3.0	-5.7
SR-BI uptake up	-13.2	4.0	27.4	-3.9	-84.8	16.1

13	COc1cccc(CNS(=O)(=O)c2ccccc2Br)c1OC
14	O=C(Nc1ccc2c(c1)CCC2)c1ccc(Br)o1
15	O=C(CCN1C(=O)S/C(=C\c2ccc(Cl)cc2)C1=O)Nc1ccc(C(=O)O)cc1
16	O=C(CCNS(=O)(=O)c1ccccc1C(F)(F)F)N1CCCCCCC1
17	Cc1ccc(C(=O)N2CCN(S(=O)(=O)c3sc(C(=O)O)c(C)c3C(=O)O)CC2)s1
18	O=C(CC(=O)c1ccccc1)Nc1ccc2c(c1)OCCO2

Assay by compound	13	14	15	16	17	18
cardiac RTF act	2.1	-2.4	1.5	-7.8	3.7	-0.4
C-LANA FP	0.1	0.1	1.3	1.1	-2.1	-1.3
CAL PDZ FP-1	-0.6	-2.0	-2.8	0.3	-1.5	3.8
CAL PDZ FP-2	2.6	-5.5	-1.2	0.2	2.7	-1.8
RTF Ca sens inh	-9.5	-5.6	-0.4	-0.2	-10.5	3.3
DAGLB inh	-0.2	-6.7	-1.1	-4.6	-6.1	-0.3
Rtt109 HAT inh	-5.8	1.6	-0.6	4.6	0.3	-2.1
Keap1 Nrf2 FP	-0.5	1.3	3.7	3.4	-2.5	-2.8
PKA-R2B act	-3.7	-6.2	3.2	-0.2	7.8	5.1
SR-BI uptake up	9.5	-7.7	13.7	29.1	17.1	5.0

19	COc1cccc(OC)c1C(=O)N1CC(C)OC(C)C1 (centres undefined)
20	CCN(CC)S(=O)(=O)c1cccc(NC(=O)c2ccc(SC)cc2OC)c1
21	COC(=O)c1ccc(NC(=O)C2CC2)o1
22	Nc1cccc2nsnc12
23	Clc1ccc(Cc2nc(-c3cccnc3)no2)cc1
24	CNC(=O)C(=O)NCCCN1CCOCC1

Assay by compound	19	20	21	22	23	24
cardiac RTF act	4.9	1.6	-5.1	2.1	10.1	9.1
C-LANA FP	-0.3	1.4	1.5	0.9	-1.2	-0.5
CAL PDZ FP-1	x	-1.3	1.1	0.4	-2.0	-1.7
CAL PDZ FP-2	-3.9	x	x	x	x	x
RTF Ca sens inh	-0.9	1.8	-4.3	-18.9	-8.9	-6.4
DAGLB inh	-1.5	-6.8	0.2	-0.6	-1.6	1.5
Rtt109 HAT inh	20.3	3.3	-8.3	2.8	0.1	3.5
Keap1 Nrf2 FP	-4.7	-3.3	-6.8	3.0	-2.0	-4.1
PKA-R2B act	-12.4	9.9	-0.8	6.0	8.4	-2.2
SR-BI uptake up	5.2	-49.0	18.8	16.2	-6.5	13.5

25	CCOc1ccc(N2C(=O)c3cccnc3C2Nc2ccc(C)c(C)c2)cc1 (centres undefined)
26	COc1ccc(N(CC(=O)NC2CCCCC2)C(=O)c2snc(C(N)=O)c2N)cc1
27	CCCCN(C(=O)c1ccc(C)c(S(=O)(=O)N2CCOCC2)c1)c1c(N)n(CCCC)c(=O)[nH]c1=O
28	CCCCc1nc2sc3c(SCC(=O)NCc4ccco4)ncnc3c2c2c1CCC2
29	Cc1ccccc1S(=O)(=O)N1C[C@H]2CON(C)[C@H]2C[C@H]1c1cccc(-c2ccc(C#N)cc2)c1
30	CC(=O)N1c2ccccc2S(=O)(=O)c2ccccc21

Assay by compound	25	26	27	28	29	30
cardiac RTF act	4.8	-3.0	-0.6	-5.1	-7.6	-1.3
C-LANA FP	3.1	-1.4	1.8	0.5	1.6	2.0
CAL PDZ FP-1	x	-0.2	-0.3	-2.5	-1.9	2.0
CAL PDZ FP-2	0.7	x	-0.7	-0.8	-8.1	-2.1
RTF Ca sens inh	-5.8	-1.2	-1.8	-4.1	3.1	-4.1
DAGLB inh	3.9	-1.1	-1.0	-3.4	-5.0	-0.4
Rtt109 HAT inh	1.2	-2.1	-2.5	-3.1	-3.6	6.3
Keap1 Nrf2 FP	1.8	2.6	-1.4	-9.9	-0.9	-2.4
PKA-R2B act	3.7	2.8	-1.0	-8.9	-2.7	3.0
SR-BI uptake up	-8.7	10.7	-5.8	-8.1	-2.2	25.2

31	O=C(Nc1cccc(Cn2cccn2)c1)c1cc2c(s1)CCCC2
32	C=CCc1ccc(OCC(O)CN2CCN(Cc3ccc(Cl)cc3)CC2)c(OC)c1 (centres undefined)
33	Cc1ccc(S(=O)(=O)N2[C@@H](c3ccc(Br)cc3)C(C(=O)O)=CC[C@H]2c2cccc(C)c2)cc1
34	O=C(N/N=C(\c1ccccc1)c1ccccn1)c1cccc([N+](=O)[O-])c1
35	Cc1ccc(C(=O)NCc2ccco2)cc1Br
36	CC(=O)O/C(=C\c1cn(C(C)=O)c2ccccc12)C(=O)O

Assay by compound	31	32	33	34	35	36
cardiac RTF act	5.2	7.8	1.4	14.0	4.7	9.3
C-LANA FP	-1.4	-2.0	0.6	-0.5	-0.2	-3.1
CAL PDZ FP-1	-3.4	0.1	-0.5	-2.8	-3.8	-1.4
CAL PDZ FP-2	x	-5.2	9.6	-0.5	-1.5	-0.9
RTF Ca sens inh	3.2	1.4	-1.5	-5.7	0.7	-0.8
DAGLB inh	0.3	-3.5	0.2	1.8	0.4	-1.5
Rtt109 HAT inh	1.1	8.4	14.6	0.2	20.9	0.3
Keap1 Nrf2 FP	-2.0	0.6	7.1	-3.9	-2.7	-3.0
PKA-R2B act	-8.7	-1.9	5.9	-1.3	-5.8	-11.5
SR-BI uptake up	-40.7	-14.6	-5.8	-22.4	-10.9	-0.7

37	Cc1cccc(C2=NN(c3ccccc3)[C@@H](C(=O)N3CCOC3=O)[C@@H]2c2ccc(Cl)cc2)c1
38	Cc1noc(NC(=O)c2ccc(F)cc2)c1C#N
39	O=C(NNC(=O)C1CC(c2cccnc2)=NO1)Nc1ccccc1F (centres undefined)
40	O=C(NC(=S)Nc1cc([N+](=O)[O-])ccc1Cl)c1ccccc1
41	CC1(c2ccccc2Br)NC(=O)N(CC(=O)N2CCc3ccccc3C2)C1=O (centres undefined)
42	CCCc1nnc(SCC(=O)Nc2ccc3c(c2)OCCO3)n1CCOC

Assay by compound	37	38	39	40	41	42
cardiac RTF act	3.5	-0.6	0.9	-6.2	6.6	-5.4
C-LANA FP	-5.9	1.1	0.0	-0.4	0.4	0.4
CAL PDZ FP-1	-0.1	-0.6	0.3	-0.1	0.4	-0.8
CAL PDZ FP-2	-5.5	-2.1	-6.5	0.3	-1.5	2.9
RTF Ca sens inh	-8.8	-2.7	-5.9	4.5	-5.5	9.3
DAGLB inh	-4.6	0.5	-0.7	4.8	0.3	1.1
Rtt109 HAT inh	-5.2	12.4	x	-9.0	2.1	-2.6
Keap1 Nrf2 FP	-11.8	4.9	2.6	1.1	-4.2	0.8
PKA-R2B act	2.2	-1.8	-8.8	-4.6	-3.7	-6.1
SR-BI uptake up	14.2	32.7	9.0	-53.1	-15.4	x

43	Cc1c(C(=O)Nc2ccncc2)oc2c1C(=O)CC(C)(C)C2
44	CN(C)NC(=S)Nc1cccc(Cl)c1
45	CC(=O)c1nn(-c2cccc(Br)c2)cc1C(=O)c1ccco1
46	Cc1nnc(SCC(=O)NCC2COc3ccccc3O2)s1 (centres undefined)
47	Cc1ccc(COc2cccc(/C=N/NC(=O)c3nnn(-c4nonc4N)c3C)c2)cc1
48	CCc1ccc(C2(C)SC(NC(C)=O)=NN2C(C)=O)cc1 (centres undefined)
49	C=CCOC(=O)C(=O)/C=C/c1c(C)n(C)n(-c2ccccc2)c1=O

Assay by compound	43	44	45	46	47	48	49
cardiac RTF act	-6.0	-1.7	1.3	-4.2	-5.7	7.0	10.1
C-LANA FP	2.3	0.0	-1.0	3.2	-0.4	2.1	-1.8
CAL PDZ FP-1	-1.4	0.7	-3.8	0.2	0.6	-0.5	-2.2
CAL PDZ FP-2	-1.7	2.8	1.7	-0.3	-1.5	-3.9	-2.6
RTF Ca sens inh	-4.3	-0.3	6.3	-9.6	9.7	-5.0	-0.5
DAGLB inh	-0.8	-4.4	-2.0	-5.0	-1.6	2.3	1.1
Rtt109 HAT inh	-8.2	5.8	x	-0.2	21.5	1.6	15.5
Keap1 Nrf2 FP	-0.4	-5.8	-1.8	1.7	-1.9	1.1	-7.2
PKA-R2B act	-2.1	0.7	-5.0	7.7	9.3	6.6	-8.8
SR-BI uptake up	-0.9	0.6	-44.5	23.9	-19.7	37.9	13.6
